DRD3 agonist = qHTS of D3 Dopamine Receptor Agonist: qHTS. D(3) dopamine receptor (Homo sapiens), P35462. D3R DiscoveRx beta-arrestin cells, luminescence, 90 min. max activation, %. 410,000 tested, 0.58% active. AID 652048, 2013; in the data active = max activation above about 30%; note: 0% is about no effect; mostly tested at two doses, the higher about 12 µM
Target sequence (P35462 whole entry, looked up): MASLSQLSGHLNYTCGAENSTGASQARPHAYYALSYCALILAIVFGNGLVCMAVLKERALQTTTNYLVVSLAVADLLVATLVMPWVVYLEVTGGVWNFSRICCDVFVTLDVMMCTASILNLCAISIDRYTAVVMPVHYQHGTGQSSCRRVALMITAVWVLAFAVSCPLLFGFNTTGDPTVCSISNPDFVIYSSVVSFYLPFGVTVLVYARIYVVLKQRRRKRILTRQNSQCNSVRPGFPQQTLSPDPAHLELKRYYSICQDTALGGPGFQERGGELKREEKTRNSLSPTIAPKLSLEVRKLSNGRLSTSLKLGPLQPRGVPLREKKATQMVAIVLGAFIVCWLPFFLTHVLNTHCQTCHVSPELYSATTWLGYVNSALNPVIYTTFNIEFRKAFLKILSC
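Agonist mode: compounds and dopamine controls were applied to plated cells for 90 min at 37 degrees C after an overnight attachment at 1500 cells/well. Luminescent read-out followed 30 - 60 minutes at room temperature with DiscoveRx detection reagent.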
SW480 rereplic = A quantitative high throughput screen for small molecules that induce DNA re-replication in SW480 colon adenocarcinoma cells; SW480 DNA re-replication, Hoechst DNA content imaging, 48 h; Potency, µM (titrated, usually from 46.1 µM), for the others: top-dose re-replication activation, hits mostly activators; 340,000 tested, 1.8% active; AID 624297, 2012; note: potency is the fitted concentration of half-maximal effect; % of control where 0% means no effect; nearly all actives have a fitted effect of over 55% in size
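First, 250 cells per well were seeded. Next, compound or vehicle (23 nL) was pinned in, plates sat 48 hr at 37 C. Finally Hoechst was added for 40 min before fluorescence scanning.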
KB-V1 cytotox = qHTS assay for MDR1-selective chemotherapeutics: Primary screen using the drug-selected MDR subline cells KB-V1 | KB-V1 MDR cells viability, CellTiter-Glo, 72 h | Potency, µM (highest dose often 46.1 µM), for inactives: at the top dose activity change, negative = cytotoxicity, actives largely listed as cytotoxic | 400,000 tested, 3.4% active | AID 1347076, 2019; note: potency is the fitted concentration of half-maximal effect; % is set by controls: 0 for no effect and ±100 for the full control effect; nearly all actives have a fitted effect of over 60% in size
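Cytotoxicity via CellTiter-Glo luminescence after 72 h compound exposure at 37 degrees C. Cells: drug-selected KB-V1 line, DMEM phenol-red free plus 10% FBS. Compounds tested at multiple concentrations; normalized data fitted to concentration-effect curves.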
KB-3-1 cytotox = qHTS assay for MDR1-selective chemotherapeutics: Primary screen using the parental adenocarcinoma cell KB-3-1. KB-3-1 viability, CellTiter-Glo ATP luminescence, 72 h. Potency, µM (titrated, usually from 46.1 µM), inactives show at the top dose activity change, negative = cytotoxic, actives largely listed as cytotoxic. 400,000 tested, 1.4% active; note: potency is the fitted concentration of half-maximal effect; % is set by controls: 0 for no effect and ±100 for the full control effect; nearly all actives have a fitted effect of over 60% in size
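72 h, 37 °C compound treatment of KB-3-1 parental cells; CellTiter-Glo added, 10 min, luminescence read. Data corrected against DMSO-only plates and normalized before curve fitting.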
D3 antag = qHTS of D3 Dopamine Receptor Antagonist: qHTS; D3R cells, DiscoveRx beta-arrestin luminescence, antagonist mode; hits give low values; max response, negative = inhibition, %; D(3) dopamine receptor (Homo sapiens), P35462; 360,000 tested, 2.5% active; in the data active = max response below about -50%; inconclusive = no clear call, values can overlap the other calls; note: % is set by controls: 0 for no effect and ±100 for the full control effect; mostly tested at two doses, the higher about 12 µM
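Cells plated overnight at 1500 cells/well, then exposed to library compounds with dopamine controls for 90 minutes at 37 degrees C. DiscoveRx reagent added for 30–60 minutes at room temperature; luminescence read, quantitative HTS format.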
HT1080NT lethal = qHTS for induction of synthetic lethality in tumor cells producing 2HG: qHTS for the HT-1080-NT fibrosarcoma cell line. HT-1080-NT fibrosarcoma viability, CellTiter-Glo ATP luminescence, 48 h. Potency, µM (highest dose often 46.1 µM), without a hit: at the top dose activity, negative = less viability, hits mostly cytotoxic. 360,000 tested, 1.6% active;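 note: NT is the 2HG producing partner of a matched IDH1 knockdown line; potency is the fitted concentration of half-maximal effect; 0% = DMSO-treated cells and -100% = media-only wells without cells; nearly all actives have a fitted effect of over 55% in size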
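HT-1080-NT fibrosarcoma cells (2HG-overproducing), 750 cells/well in RPMI with 5% FBS, dosed after 2 h and incubated 48 h at 37C. CellTiter-Glo luminescence normalized to DMSO and no-cell wells; concentration-response curves fitted and classed.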
HT1080 IDH1KD tx = qHTS for induction of synthetic lethality in tumor cells producing 2HG: qHTS for the HT-1080-IDH1KD cell line; Potency, µM (titrated, usually from 46.1 µM), without a hit: at the top dose activity, negative = toxicity, hits mostly cytotoxic; HT-1080 IDH1 knockdown viability, ATP luminescence, 48 h; 360,000 tested, 2% active;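 note: potency is the fitted concentration of half-maximal effect; 0% = DMSO wells and -100% = cell-free medium wells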
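HT-1080-IDH1KD cells (IDH1 knocked down), 750/well in RPMI with 5% FBS, treated with compound 48 h at 37 degrees C. Viability by CellTiter-Glo luminescence, normalised to DMSO and no-cell wells; concentration-response curves classed.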
IL-1B inflam inh = qHTS for Inhibitors of Inflammasome Signaling: IL-1-beta AlphaLISA Primary Screen; THP-1 LPS/ATP IL-1B secretion, AlphaLISA, 16 h; hits give low values; activity change, % at 57.5 µM; 360,000 tested, 4.7% active; AID 743279, 2014; in the data active = activity change below about -50%; inconclusive = mostly about -30% to -49%; note: % is set by controls: 0 for no effect and ±100 for the full control effect
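Secreted IL-1B measured by AlphaLISA bead assay after 16 h compound exposure of THP-1 cells; compounds (final up to 57.5 uM) added 1 h before LPS (250 ng/mL) and ATP (1.25 mM) stimulation; lower signal means less secretion.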
GLP-1R agonist = qHTS of GLP-1 Receptor Agonists | HEK293 GLP-1R CRE-luciferase, luminescence, 4-6 h; cells express a hypersensitive GLP-1R form | Glucagon-like peptide 1 receptor (Homo sapiens), P43220 | 380,000 tested, 0.007% active | Potency, µM (highest dose often 45.6 µM), for the others: at the top dose activation, actives largely listed as activators; note: potency is the fitted concentration of half-maximal effect; % of control where 0% means no effect
Target sequence (P43220 whole entry, looked up): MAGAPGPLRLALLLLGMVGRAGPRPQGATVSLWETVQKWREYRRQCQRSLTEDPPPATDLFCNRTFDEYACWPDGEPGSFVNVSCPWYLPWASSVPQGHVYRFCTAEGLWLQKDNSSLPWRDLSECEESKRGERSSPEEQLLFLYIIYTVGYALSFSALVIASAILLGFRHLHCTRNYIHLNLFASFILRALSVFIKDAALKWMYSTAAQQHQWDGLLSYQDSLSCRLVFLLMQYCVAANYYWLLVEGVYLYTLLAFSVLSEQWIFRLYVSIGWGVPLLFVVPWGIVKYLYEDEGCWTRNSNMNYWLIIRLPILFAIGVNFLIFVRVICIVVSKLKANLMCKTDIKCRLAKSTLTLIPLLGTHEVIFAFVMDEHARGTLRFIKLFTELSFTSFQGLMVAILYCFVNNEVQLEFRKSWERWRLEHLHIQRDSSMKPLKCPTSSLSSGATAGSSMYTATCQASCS
* marks the source's active call; other numbers are inactive results; ? = inconclusive; / = not tested or not shown; & = joins results of further samples; ! = a repeat was not active; [ ] = another dose, or the depositor's remark. Unless noted, calls come from the whole dose curve; as a rule, active = well fitted curve in the direction sought with a large enough effect; inconclusive = small, poorly fitted or top-dose-only effect, or another doubt; inactive = no such curve, though single readings can be large; an effect the other way counts as inactive or inconclusive. Compounds were not picked by outcome (roughly 12% active in at least one column).

SMILES	DRD3 agonist	SW480 rereplic	KB-V1 cytotox	KB-3-1 cytotox	D3 antag	HT1080NT lethal	HT1080 IDH1KD tx	IL-1B inflam inh	GLP-1R agonist
CCCc1[nH]nc2c1C(c1ccncc1)C(C#N)=C(N)O2 (stereo not given)	-6.3	-5.5%	-0.9%	1.0%	23.4	11.0%	13.9%[9.24 µM]	0.0	-14.0%
CN(C)S(=O)(=O)c1ccc2c(c1)nc(CCC(=O)NCC1CCCCC1)n2C	-7.4	-16.6%	7.1%	-0.7%	?	6.1%	9.4%	9.5	-4.5%
O=C(NCCc1c[nH]c2ccccc12)/C(=C/c1cccnc1)NC(=O)c1cccs1	10.0	3.8%	-8.3%	-11.6%	11.9	15.0%	0.2%	-12.6	-4.5%
CC(C)CN(C(=O)COC(=O)c1cccn1C)c1c(N)n(Cc2ccccc2)c(=O)[nH]c1=O	-3.6	17.1%	-10.8%	6.3%	-7.0	-1.7%	-0.7%	0.9	-18.8%
CC(C)CCNc1ncnc2c1nnn2Cc1ccccc1	-3.3	-38.1%[inhibitor][1.84 µM]	24.8%	8.2%	14.0	-2.8%	-1.8%	-8.3	2.2%
COc1ccc(-c2cc(=O)oc3cc(OCC(=O)NCc4ccccn4)ccc23)cc1	3.7	-8.6%	0.0%	-7.3%	3.1	16.7%	2.9%	-24.1	-4.0%
CCCc1cc(=O)oc2cc(OCC(=O)Nc3ccccn3)ccc12	2.2	-2.4%	?	-15.4%	-0.9	-2.4%	-1.8%	-3.7	-2.7%
O=[N+]([O-])c1cccc(-c2c(-c3ccccc3)ncc3ccc(F)cc23)c1	6.5	0.9%	0.0%	0.0%	-13.3	13.3%	-21.6%	21.1	18.3%
CCCSc1nnc2c(n1)OC(c1cccn1C)N(C(C)=O)c1ccccc1-2 (stereo not given)	-3.3	-8.2%	-5.6%	-0.9%	?	1.3%	3.0%	-3.4	6.4%
Cc1nn(-c2ccccc2)c(Cl)c1C(=O)Nc1ccccc1	-0.9	-23.7%	0.0%	-0.6%	-12.6	-0.5%	-5.6%	-6.5	-7.4%
Cc1ccc(SCCCCN2CCNCC2)cc1	-2.2	8.2%	0.0%	0.0%	0.6	-20.2%	-17.2%	-0.8	-2.9%
COc1ccc(S(=O)(=O)N2CCC(C(=O)N3CCC(C(N)=O)CC3)CC2)cc1Cl	-14.3	-6.8%	0.0%	16.8%	10.6	-3.1%	1.0%	35.3	12.3%
Cc1cc(C=O)c(C)n1-c1ccc(Oc2ccc([N+](=O)[O-])cn2)cc1	-0.1	16.5%	0.0%	-3.9%	-4.6	6.9%	14.9%	7.1	8.5%
CCC(C)/C=C/C1=CC2=C(Cl)C(=O)C3(C)OC(=O)C(C(=O)C(C)C(C)O)C3C2=CO1 (stereo not given)	0.6	8.2%	-6.0%	-0.1%	4.8	-1.0%	-0.6%	-0.7	-5.1%
C=CCN(c1ccccc1)S(=O)(=O)c1cccc(C(=O)NNC(=O)c2ccccc2O)c1	3.2	?	-31.2%	?	8.7	-19.2%	-25.5%	7.1	-8.8%
CSCCC(NC(=O)c1ccco1)C(=O)NCC(c1ccccc1)N(C)C (stereo not given)	-18.1	-20.7%	23.4%	-7.0%	-12.0	11.6%	14.9%	0.0	-1.5%
COc1cccc(CNc2nc3cc(-c4ccc(C(=O)N5CCN(C)CC5)cc4)sc3c(=O)n2C)c1	-11.4	/	-9.2%	-3.4%	?	23.1µM*	14.6µM*	-20.1	-5.9%
CCCN(C(=O)Cn1ncc2c(=O)oc3ccccc3c21)c1cccc(C)c1	-9.3&-2.2	7.3%	6.7%&-3.6%	7.9%&-2.8%	-16.0	4.1%	0.1%	14.2	-0.9%&-0.5%
CC(=O)Oc1ccc2cc(-c3ccccc3)c(=O)oc2c1	-1.0	?	0.7%	19.7%	-2.1	5.8%	4.1%	-0.7	0.4%
CCCCN(CC)Cc1ccc(CNC(=S)Nc2cccc(F)c2)o1	-16.3	6.1%	-19.5%	-6.3%	-25.1	-14.1%	-3.8%	-15.9	1.4%
CSc1sc(-c2ccnc(=S)[nH]2)c(-c2ccccc2)c1C#N	-3.7	15.4%	?	20.6%	-16.5	0.0%	1.5%	28.7	10.1%
Cc1ccc(S[C@@H](CCN2CC[C@H](C)CCC2=O)c2ccccc2)cc1	-2.1	-5.8%	11.6µM*!	?	14.6	-8.3%	-1.2%	?	13.0%
CC(Sc1nnc(-c2ccncc2)n1C)C(=O)Nc1ccc(N2CCOCC2)cc1 (stereo not given)	-4.0	10.6%	0.0%	16.3%	-16.1	-1.2%	-5.9%	1.7	2.0%
CCCn1ncc(CN2CCN(Cc3ccc(C)o3)C(CCO)C2)c1C (stereo not given)	-28.6	5.6%	-2.6%	9.4%	-8.0	17.1%	-0.2%	6.7	11.2%
CC(C(=O)N1CCc2ccccc21)N1CCN(S(=O)(=O)c2cccc(C(F)(F)F)c2)CC1 (stereo not given)	-1.2	17.1%	-17.5%	-9.6%	-0.6	-27.1%	-17.2%	-6.1	12.1%
CCOc1ccc(NC(=O)Cn2cc(C(=O)CC)c3ccccc32)cc1	-0.1	-4.3%	-8.1%	1.0%	1.6	-17.3%	-0.5%	14.6	2.4%
COCCN1C(=O)N[C@@H](c2cccc(C(F)(F)F)c2)C(C(=O)OC)=C1C	13.7	-7.1%	-0.6%	12.1%	23.7	-1.7%	1.8%	23.0	3.8%
C=C1C(=O)[C@]23C[C@H]1CCC2[C@@]1(C)C(C[C@@H]3O)[C@](C)(C(=O)O)C[C@H](O)[C@@H]1O (stereo not given in full)	-1.2	/	-3.9%	0.0%	4.0	27.6%	-1.8%	1.1	0.4%
COc1ccc(CCNC(=O)c2cn3ccc(C)cc3n2)cc1OC	1.2	-3.5%	-11.6%	1.8%	1.2	-5.4%	0.6%	21.6	9.8%
O=S(=O)(Nc1ccc(-n2cnnn2)cc1)c1ccc(F)c(F)c1F	0.7	4.4%	2.1%	9.9%	-4.7	0.4%	0.0%	13.9	-5.0%
Cc1csc(N(C(=O)Cc2ccccc2F)c2ccccc2)n1	6.8	-0.9%	-7.3%	0.1%	-18.1	-17.2%	-5.8%	-4.0	7.4%
COc1ccc(N2CCN(C(=O)c3cn(C4CCCC4)c(=O)c4c3c3ccccc3n4C)CC2)cc1	-1.6	-0.7%	-20.9%	?	-11.1	-18.1%	?	-14.1	-0.1%
CCOC(=O)c1cc(NC(=O)NCc2ccco2)c(C)nc1C	1.9	-1.2%	1.2%	21.2%	-24.9	17.9%	6.6%	15.7	-0.1%
N#C/C(=C\c1ccc(Cl)s1)C(=O)N1CCN(c2ccccc2)CC1	2.1	-4.1%	24.3%	27.2%	5.1	23.8%	24.2%	-3.3	3.4%
C#CCOCCOCCOCCNc1nc(N2CCN(C(=O)Cn3cc(CCO)nn3)CC2)nc(N2CCN(C(=O)[C@H](C)n3cc(CCCN=C(N)N)nn3)CC2)n1	-3.7	-9.4%	27.8%	14.5%	?	3.1%	8.5%	12.8	-4.1%
CC1CCCCC1NC(=O)CSc1nnc(-c2ccncc2)n1CCCN(C)C (stereo not given)	0.5	-5.5%	?	?	-7.4	11.0%	8.8%	10.4	9.7%
O=C(NC1CC1)c1ccc2c(c1)N(Cc1ccccc1)CCS2	2.9	5.4%	1.3%	7.9%	-8.0	-5.6%	-13.4%	-24.0	-0.9%
CCc1c(C)nc2c(OC)cccc2c1Cl	-4.9	-46.9%[inhibitor]	12.6%&-11.9%	-0.1%&4.2%	13.7	29.0%	0.6%	-3.9	5.6%
O=C(NCCNC(=O)c1ccc(-c2cccc(Cl)c2)o1)c1cnccn1	-5.7	/	-22.2%	6.4%	15.0	-7.5%	0.2%	-11.9	12.1%
Cc1ccc(S(=O)(=O)N2[C@@H](Cc3ccccc3)CO[C@H]2CC(=O)c2cccc3ccccc23)cc1	-1.3	/	?	-13.7%	8.2	-1.3%	3.1%	-14.6	/
Cc1ccc(OCC(O)Cn2c(N3CCCCC3)nc3c2c(=O)[nH]c(=O)n3C)cc1 (stereo not given)	1.2	-8.2%	-7.6%	19.9%	-9.0	0.3%	4.9%	35.0	12.6%
COC(=O)c1cc(OC)c(OC)cc1NC(=S)N1CCCCC1	6.9	-3.1%	-11.2%	6.0%	7.2	-4.1%	10.8%	32.4	-8.4%
O=C(Nc1ccc2snnc2c1)N1CCOCC1	0.7	-3.6%	12.0%	15.7%	12.1	3.4%	1.2%	-2.4	4.9%
O=C(Nc1cccc(F)c1)/C(=C\c1ccco1)NC(=O)c1ccco1	-5.8	-2.7%	4.3%	-1.5%	-6.9	-3.2%	1.3%	-7.0	-0.7%
O=C(Nc1ccccc1)c1nnn(Cc2ccccc2)c1NC(=O)C(F)(F)F	-2.2	-5.2%	0.3%	-11.1%	-23.1	-12.1%	-0.1%	-8.2	1.8%
O=C(Nc1cccc(S(=O)(=O)N2CCCCC2)c1)c1ccco1	6.5	1.3%	0.0%	0.2%	-5.3	8.1%	12.8%	4.0	-0.8%

From PubChem BioAssay
